mABHD4 FP: ABHD4 inhibitors, primary screen, biochemical, fluorescence polarization, mouse; 370,000 compounds, 0.54% hits; (Lyso)-N-acylphosphatidylethanolamine lipase (Mus musculus), Q8VD66; purified mABHD4, FP-Rh probe fluorescence polarization; inhibition, % at 8.92 µM;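 active means inhibition exceeding the mean over every tested compound plus 3 SD, cut at about 30% in these data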;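 further: 0% = plate median of compound wells and 100% = S159A mutant with DMSO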
Target sequence (Q8VD66 whole entry, looked up): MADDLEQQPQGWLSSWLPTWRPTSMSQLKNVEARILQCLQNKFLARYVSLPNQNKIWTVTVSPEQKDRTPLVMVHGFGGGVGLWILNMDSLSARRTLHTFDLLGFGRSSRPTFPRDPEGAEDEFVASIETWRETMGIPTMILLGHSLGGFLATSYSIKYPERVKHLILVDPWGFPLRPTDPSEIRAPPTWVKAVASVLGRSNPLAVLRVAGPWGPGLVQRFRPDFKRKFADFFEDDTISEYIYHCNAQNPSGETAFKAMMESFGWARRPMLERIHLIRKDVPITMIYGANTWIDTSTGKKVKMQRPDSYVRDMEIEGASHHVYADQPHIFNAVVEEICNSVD
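Assay system: Wild-type mouse ABHD4 protein | Medium: HEPES pH 7.0 buffer, 150 mM NaCl, 0.01% Pluronic F-127 | Incubation: Enzyme–compound pre-incubation 45 min, then probe 60 min, both 25 °C | Technique: Fluorescence polarization with parallel and perpendicular emission, 525/598 nm | Evaluation: % inhibition of FP-Rh probe binding versus controls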
HTRA1 inh: HTRA1 serine protease inhibitors, primary screen, biochemical, fluorescence polarization, HTS | recombinant HTRA1, FP-rhodamine activity-based probe | inhibition, % at 5.96 µM | 340,000 compounds, 0.5% hits; in the data active means inhibition above about 36%;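 further: 0% = enzyme with DMSO and 100% = wells lacking enzyme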
UHRF1 binding: UHRF1 methylated DNA binding inhibitors, primary screen, counter-screen for MBD2 inhibitor project, biochemical, TR-FRET, human UHRF1, single concentration. E3 ubiquitin-protein ligase UHRF1 (Homo sapiens), Q96T88. UHRF1 binding to methylated oligo. inhibition, % at 4.4 µM. 370,000 compounds, 0.75% hits. AID 687016, 2013; in the data active means inhibition above about 21%;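 further: UHRF1 SRA domain binding a hemimethylated CpG hairpin DNA probe; 0% = median of test compound wells and 100% = reference inhibitor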
MBD2 inh: inhibitors of MBD2 binding to methylated DNA, primary screen, biochemical, TR-FRET, DNA-binding domain, human; Methyl-CpG-binding domain protein 2 (Homo sapiens), Q9UBB5; MBD2 binding to methylated oligonucleotide; inhibition, % at 4.4 µM; 370,000 compounds, 0.31% hits; AID 686964, 2013; in the data active means inhibition above about 13%
NR1D1 modulator: modulators of Rev-erb alpha DNA binding, primary screen, biochemical, FITC-DNA, fluorescence polarization, uHTS | Nuclear receptor subfamily 1 group D member 1 (Homo sapiens), P20393 | Rev-erbα–FITC-DNA binding, 90 min | activity, % at 10 µM | 370,000 compounds, 0.79% hits;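 active means activity above about 14%, limit read from the data; passing the limit was not always enough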;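 further: 0% = DMSO wells with 35 nM protein and 100% = DMSO wells with 750 nM protein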
Target sequence (P20393 whole entry, looked up): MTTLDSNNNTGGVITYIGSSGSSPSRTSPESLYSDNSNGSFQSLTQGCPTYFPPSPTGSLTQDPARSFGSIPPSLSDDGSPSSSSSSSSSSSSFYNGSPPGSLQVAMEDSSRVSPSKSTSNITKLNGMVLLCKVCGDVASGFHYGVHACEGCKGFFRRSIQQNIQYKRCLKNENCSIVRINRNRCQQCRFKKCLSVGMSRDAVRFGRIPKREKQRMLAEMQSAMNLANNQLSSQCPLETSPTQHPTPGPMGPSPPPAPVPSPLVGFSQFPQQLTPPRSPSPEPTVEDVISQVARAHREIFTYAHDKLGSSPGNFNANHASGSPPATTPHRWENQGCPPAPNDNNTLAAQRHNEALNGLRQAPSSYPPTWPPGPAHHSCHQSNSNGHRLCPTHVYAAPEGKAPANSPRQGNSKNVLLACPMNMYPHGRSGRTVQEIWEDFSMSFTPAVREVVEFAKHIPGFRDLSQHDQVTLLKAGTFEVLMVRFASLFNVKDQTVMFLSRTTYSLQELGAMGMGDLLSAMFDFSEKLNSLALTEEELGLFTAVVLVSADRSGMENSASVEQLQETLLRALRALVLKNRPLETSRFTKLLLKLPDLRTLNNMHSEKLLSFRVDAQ
PRMT1 inh: PRMT1 methyltransferase inhibitors, primary screen, biochemical, fluorescence polarization | inhibition, % at 2.79 µM | 370,000 compounds, 1.3% hits | Protein arginine N-methyltransferase 1 (Homo sapiens), Q99873 | recombinant PRMT1, activity-based probe fluorescence polarization;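 active means inhibition above about 21% made by adding two undisclosed values, limit read from the data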
TCR CD3 inh: inhibitors of human TCR-CD3 interaction, primary screen, biochemical, fluorescence, TAMRA-labeled TCR probe. T-cell receptor (TCR). inhibition, % at 9.4 µM. 360,000 compounds, 0.37% hits; in the data active means inhibition above about 19%;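 further: recombinant mutant TCR 2C K166C tagged with TAMRA read by polarization; 0% = receptor in buffer alone and 100% = receptor with positive control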
LEDGF integ inh: blockers of LEDGF/p75-dependent integrase strand transfer – biochemical, TR-FRET, high throughput, primary screen; HIV-1 integrase (with human LEDGF/p75); 370,000 compounds, 0.64% hits; inhibition, % at 3.7 µM; AID 743269, 2014; TR-FRET IN-LEDGF/p75 DNA integration, Eu/Cy5;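 active means inhibition above the screen-wide mean plus 3 SD, cut at about 13% in these data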;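 further: signal is the Cy5 over europium emission ratio at 671 and 618 nm; 0% = plate median of compound wells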
PG9 binder: binders of HIV-1 gp120 antibody PG9, primary screen, biochemical, TR-FRET; HIV-1 gp120 / PG9 antibody interaction; TR-FRET gp120-PG9 antibody binding; inhibition, % at 6.7 µM; 360,000 compounds, 0.43% hits; AID 624416, 2012; in the data active means inhibition above about 8.5%
rCAG RNA binder: binders of r(CAG) RNA repeats, primary screen, biochemical, fluorescence. 370,000 compounds, 1.3% hits. inhibition, % at 3 µM. AID 651821, 2012. r(CAG) RNA repeat, TO-PRO-1 dye displacement fluorescence;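 active means inhibition above the plate cutoff, the mean of all test compounds on that plate plus 3 SD, cut at about 35% in these data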;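 further: 0% = DMSO alone and 100% = 100 µM mitoxantrone as full dye displacement; higher means more dye released from RNA so lower well fluorescence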
Starred values were filed as active, the others as inactive. Only part of the results is shown (hit frequency here may not be typical).

Screening O=c1c(-c2ccccc2)c[nH]n1-c1cccc([N+](=O)[O-])c1 returned mABHD4 FP 12, HTRA1 inh 6, UHRF1 binding 0, MBD2 inh -2, NR1D1 modulator 2, PRMT1 inh 1, TCR CD3 inh -4, LEDGF integ inh -2, PG9 binder -12 and rCAG RNA binder 13.
CCc1nc(NCCN)c(C#N)c2c1CSC(C)(C)C2 was read as mABHD4 FP 0, HTRA1 inh -5, UHRF1 binding -1, MBD2 inh 2, NR1D1 modulator 2, PRMT1 inh -2, TCR CD3 inh 0, LEDGF integ inh 1, PG9 binder -2.6 and rCAG RNA binder 13.
COc1ccc(C(C)=O)cc1CN(c1ccccc1OC)S(=O)(=O)c1cccs1 was read as mABHD4 FP -2, HTRA1 inh -12, UHRF1 binding 0, MBD2 inh -5, NR1D1 modulator 6, PRMT1 inh -1, TCR CD3 inh -3, LEDGF integ inh 4, PG9 binder -0.9 and rCAG RNA binder 2.
For Cc1cc(NC(=O)CSCC(=O)OCC(=O)c2cccc(Br)c2)no1 the results were mABHD4 FP -15, HTRA1 inh -49, UHRF1 binding 8, MBD2 inh 6, NR1D1 modulator 2, PRMT1 inh 27*, TCR CD3 inh 3, LEDGF integ inh 0, PG9 binder -0.2 and rCAG RNA binder 21.
For COc1cc2c(cc1OC)-c1cc(NC3CC3)nc(=O)n1CC2 the results were mABHD4 FP 7, HTRA1 inh -1, UHRF1 binding -2, MBD2 inh -7, NR1D1 modulator 2, PRMT1 inh -2, TCR CD3 inh 4, LEDGF integ inh 1, PG9 binder -0.3 and rCAG RNA binder 7.
For CN1C(=O)NC(c2ccccc2)(C(F)(F)F)S/C1=C(/C#N)c1nnc(N2CCOCC2)n1-c1ccccc1 (stereo not given) the results were mABHD4 FP -4, HTRA1 inh 4, UHRF1 binding 4, MBD2 inh 4, NR1D1 modulator 2, PRMT1 inh 2, TCR CD3 inh -2, LEDGF integ inh -7, PG9 binder -1.4 and rCAG RNA binder -1.
Screening CCSc1nc(C)nc2sc(C)c(C)c12 returned mABHD4 FP 6, HTRA1 inh 7, UHRF1 binding -1, MBD2 inh 29*, NR1D1 modulator 1, PRMT1 inh -3, TCR CD3 inh 4, LEDGF integ inh -1, PG9 binder -2.0 and rCAG RNA binder 1.
For COc1ccccc1CNc1nc(NCc2cccs2)nc2ccsc12 the results were mABHD4 FP 12, UHRF1 binding 1, MBD2 inh 0, NR1D1 modulator 5, PRMT1 inh 1, TCR CD3 inh -1, LEDGF integ inh 0, PG9 binder 0.5 and rCAG RNA binder 3.
Screening CC(C)(C)c1ccc(OCCC(=O)OCC(=O)N2c3ccccc3NC(=O)C2(C)C)cc1 returned mABHD4 FP -20, HTRA1 inh -33, UHRF1 binding 11, MBD2 inh 9, NR1D1 modulator 0, PRMT1 inh 1, TCR CD3 inh 1, LEDGF integ inh 3, PG9 binder -0.6 and rCAG RNA binder -2.
Cc1ccc(C)c2[nH]c(=O)c(C(c3nnnn3C3CCCC3)N3CCOCC3)cc12 (stereo not given) was read as mABHD4 FP 1, HTRA1 inh 2, UHRF1 binding -2, MBD2 inh -1, NR1D1 modulator -1, PRMT1 inh 0, TCR CD3 inh 2, LEDGF integ inh 2, PG9 binder -2.0 and rCAG RNA binder -2.
Screening CN(C)c1ccc(/C=N/NC(=O)c2ccn(C)n2)cc1 returned mABHD4 FP -9, HTRA1 inh 8, UHRF1 binding 2, MBD2 inh -3, NR1D1 modulator -1, PRMT1 inh 3, TCR CD3 inh -16, LEDGF integ inh -2, PG9 binder -12 and rCAG RNA binder -4.
Screening Cc1nn(CC(=O)N/N=C/c2ccc3c(c2)OCO3)c(C)c1Br returned mABHD4 FP -6, HTRA1 inh -2, UHRF1 binding -3, MBD2 inh 1, NR1D1 modulator 3, PRMT1 inh -2, TCR CD3 inh 3, LEDGF integ inh 1, PG9 binder -1.9 and rCAG RNA binder -2.
Screening COCCOCC(=O)Nc1ccc(S(=O)(=O)Nc2cc(C)nc(C)n2)cc1 returned mABHD4 FP -6, HTRA1 inh 7, UHRF1 binding 0, MBD2 inh 0, NR1D1 modulator 2, PRMT1 inh 5, TCR CD3 inh 2, LEDGF integ inh -3, PG9 binder 0.2 and rCAG RNA binder 4.
For C[C@H](CO)N1C[C@H](C)[C@@H](CN(C)C(=O)Nc2ccccc2)Oc2ccc(NS(=O)(=O)c3ccccc3)cc2C1=O the results were mABHD4 FP 7, HTRA1 inh -7, UHRF1 binding 6, MBD2 inh -4, NR1D1 modulator -3, PRMT1 inh 2, TCR CD3 inh 0, LEDGF integ inh 2, PG9 binder 1.3 and rCAG RNA binder 7.
`O=C(c1ccc(Cl)c(Cl)c1)N1CCN(Cc2ccc3c(c2)OCO3)CC1` gave mABHD4 FP -2, HTRA1 inh 3, UHRF1 binding 1, MBD2 inh -2, NR1D1 modulator 0, PRMT1 inh 1, TCR CD3 inh 1, LEDGF integ inh -2, PG9 binder 1.4 and rCAG RNA binder 0.
For CN1CCN(C(=O)/C=C/c2cn(-c3ccccc3)nc2-c2ccc3c(c2)OCCO3)CC1 the results were mABHD4 FP -2, HTRA1 inh -36, UHRF1 binding 1, MBD2 inh 1, NR1D1 modulator 10, PRMT1 inh 1, TCR CD3 inh -8, LEDGF integ inh -2, PG9 binder -3.1 and rCAG RNA binder -3.
Screening CSCCC(NC(=O)c1ccc(Cl)cc1Cl)C(=O)N1CC(C)OC(C)C1 (stereo not given) returned mABHD4 FP 4, HTRA1 inh -3, UHRF1 binding -2, MBD2 inh 2, NR1D1 modulator -1, PRMT1 inh 3, TCR CD3 inh -3, LEDGF integ inh -4, PG9 binder 0.5 and rCAG RNA binder -2.
For N#CCC(=O)Nc1ccc(C(=O)OCC(=O)N2CCN(C(=O)c3ccco3)CC2)cc1 the results were mABHD4 FP -10, HTRA1 inh 6, UHRF1 binding 3, MBD2 inh 7, NR1D1 modulator -29, PRMT1 inh 0, TCR CD3 inh 6, LEDGF integ inh -4, PG9 binder -0.1 and rCAG RNA binder 12.
For O=C(CCC(=O)N1CCN(c2ccccc2F)CC1)c1ccc(F)cc1 the results were mABHD4 FP 3, HTRA1 inh 0, UHRF1 binding 2, MBD2 inh -1, NR1D1 modulator 1, PRMT1 inh 5, TCR CD3 inh -6, LEDGF integ inh -8, PG9 binder 1.9 and rCAG RNA binder -3.
Screening O=C(O)CCC(=O)N1c2ccccc2NC2=C(C(=O)CC(c3ccc(F)cc3)C2)C1c1ccc([N+](=O)[O-])o1 (stereo not given) returned mABHD4 FP 6, HTRA1 inh -3, UHRF1 binding -1, MBD2 inh -3, NR1D1 modulator -2, PRMT1 inh 4, TCR CD3 inh -7, LEDGF integ inh 2, PG9 binder 1.9 and rCAG RNA binder 19.
COc1cc(NC(=O)COc2c(C)cc(C)cc2[N+](=O)[O-])c(OC)cc1Cl was read as mABHD4 FP -4, HTRA1 inh -1, UHRF1 binding 1, MBD2 inh -1, NR1D1 modulator 6, PRMT1 inh -1, TCR CD3 inh 5, LEDGF integ inh 0, PG9 binder -3.0 and rCAG RNA binder 0.
For COc1ccc(C)cc1NC(=O)c1nnn(Cc2cc(C)ccc2C)c1N the results were mABHD4 FP -3, HTRA1 inh -16, UHRF1 binding 2, MBD2 inh 3, NR1D1 modulator 6, PRMT1 inh -2, TCR CD3 inh -7, LEDGF integ inh -2, PG9 binder -0.1 and rCAG RNA binder 2.
For O=C(CSc1nc2ccccc2n1CC(=O)N1CCCCC1)N1CCCCC1 the results were mABHD4 FP 0, HTRA1 inh 5, UHRF1 binding 1, MBD2 inh -4, NR1D1 modulator -6, PRMT1 inh -3, TCR CD3 inh 2, LEDGF integ inh 0, PG9 binder -0.2 and rCAG RNA binder -6.
`CCCCOc1ccc(C)cc1CN(CCO)CCO` gave mABHD4 FP -1, HTRA1 inh -1, UHRF1 binding -1, MBD2 inh 4, NR1D1 modulator -2, PRMT1 inh -4, TCR CD3 inh 7, LEDGF integ inh 2, PG9 binder -1.7 and rCAG RNA binder -6.

An excerpt from the list above:
For O=C(CSc1nc2ccccc2n1CC(=O)N1CCCCC1)N1CCCCC1 the results were mABHD4 FP 0, HTRA1 inh 5, UHRF1 binding 1, MBD2 inh -4, NR1D1 modulator -6, PRMT1 inh -3, TCR CD3 inh 2, LEDGF integ inh 0, PG9 binder -0.2 and rCAG RNA binder -6.
`CCCCOc1ccc(C)cc1CN(CCO)CCO` gave mABHD4 FP -1, HTRA1 inh -1, UHRF1 binding -1, MBD2 inh 4, NR1D1 modulator -2, PRMT1 inh -4, TCR CD3 inh 7, LEDGF integ inh 2, PG9 binder -1.7 and rCAG RNA binder -6.

Next section.
Screening COCC(=O)Nc1nc(-c2ccccc2)ns1 returned mABHD4 FP 2, HTRA1 inh 2, UHRF1 binding -1, MBD2 inh 0, NR1D1 modulator -3, PRMT1 inh 0, TCR CD3 inh 6, LEDGF integ inh -3, PG9 binder -1.3 and rCAG RNA binder 1.
CCOC(=O)Cc1csc(/N=C/c2c(O)n(-c3ccc(C)cc3C)c(=O)c3ccccc23)n1 was read as mABHD4 FP 3, HTRA1 inh -4, UHRF1 binding -3, MBD2 inh 6, NR1D1 modulator 3, PRMT1 inh -2, TCR CD3 inh -13, LEDGF integ inh -1, PG9 binder 1.2 and rCAG RNA binder 1.
`COc1cc(CCC(=O)Nc2cc(C)cc(C)c2)cc(OC)c1OC` gave mABHD4 FP -3, HTRA1 inh 0, UHRF1 binding 1, MBD2 inh -3, NR1D1 modulator 5, PRMT1 inh -1, TCR CD3 inh -1, LEDGF integ inh 3, PG9 binder 0.2 and rCAG RNA binder -6.
COC(=O)C1(C(=O)OC)CCCCN(S(=O)(=O)c2ccc(C)cc2)CCC1 was read as mABHD4 FP 7, UHRF1 binding 18, MBD2 inh 6, NR1D1 modulator 1, PRMT1 inh 4, TCR CD3 inh 3, LEDGF integ inh 0, PG9 binder -0.2 and rCAG RNA binder -1.
Screening COC(=O)CCC(=O)Nc1ccc(S(=O)(=O)Nc2cc(OC)nc(OC)n2)cc1 returned mABHD4 FP 4, HTRA1 inh 7, UHRF1 binding 2, MBD2 inh -1, NR1D1 modulator -1, PRMT1 inh 1, TCR CD3 inh 0, LEDGF integ inh -2, PG9 binder -0.1 and rCAG RNA binder 0.
`S=C1Nc2ccccc2CS1` gave mABHD4 FP 0, HTRA1 inh -3, UHRF1 binding 0, MBD2 inh 1, NR1D1 modulator 2, PRMT1 inh 4, TCR CD3 inh 2, LEDGF integ inh 0, PG9 binder 0.0 and rCAG RNA binder 4.
